Bioassay records as filed in PubChem.
GlmU inhibition: inhibition of mycobacterial GlmU enzyme – biochemical, glucosamine-1-phosphate acetyltransferase (AID 1376); one-dose inhibition, %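 (tested at 30 µM in the primary screen)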; IC50 in µM for titrated hits; 0.25% of 220,000 active; M. tuberculosis GlmU acetyltransferase enzyme assay; higher % means a stronger effect; in the data active means inhibition above about 13%;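 further: 0% = complete reaction with vehicle and 100% = reaction without substrate; strong numbers were not always called active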
RmlCD inh 1536: blocks M. tuberculosis RmlC and RmlD coupled enzymes. 0.03% of 160,000 active. AID 1533. inhibition, % at 3.6 µM. RmlC+RmlD coupled enzyme assay, percent inhibition; primary screen in compound mixtures; in the data active means inhibition mostly above about 34%, no sharp cut-off; further: some results filed as inactive read as strong as hits
Target sequence (P9WH09 whole entry, looked up): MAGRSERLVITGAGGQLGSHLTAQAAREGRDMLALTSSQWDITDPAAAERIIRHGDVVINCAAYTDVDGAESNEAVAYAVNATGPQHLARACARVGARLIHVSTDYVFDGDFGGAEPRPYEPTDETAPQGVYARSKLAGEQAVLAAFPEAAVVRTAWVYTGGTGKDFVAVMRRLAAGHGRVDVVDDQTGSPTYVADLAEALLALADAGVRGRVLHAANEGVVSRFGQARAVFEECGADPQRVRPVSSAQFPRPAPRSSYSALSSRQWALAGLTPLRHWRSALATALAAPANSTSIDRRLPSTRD
Target sequence (P9WH11 whole entry, looked up): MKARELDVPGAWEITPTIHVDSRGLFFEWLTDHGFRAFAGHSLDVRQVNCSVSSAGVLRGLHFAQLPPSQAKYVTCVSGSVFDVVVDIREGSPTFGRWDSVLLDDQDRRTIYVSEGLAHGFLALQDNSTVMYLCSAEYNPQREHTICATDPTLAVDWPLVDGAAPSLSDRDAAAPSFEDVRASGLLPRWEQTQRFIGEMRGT
The depositor's hits bear a star; . = not tested or not shown. An excerpt; count on the stated rates, not on these rows.

Each structure is followed by: GlmU inhibition	RmlCD inh 1536
CCn1c(SCC(=O)c2ccccc2)nnc1-c1ccoc1C
→ 2.3%	-4.9
COCCN1CN=C(Nc2nc3ccccc3s2)NC1
→ -6.4%	-14.4
Cc1ccc2nc(/C(C#N)=C\c3cc(C)n(-c4cccc([N+](=O)[O-])c4)c3C)[nH]c2c1
→ 3.4%	.
COc1ccccc1NC(=O)COC(=O)C1CC2C=CC1C2 (stereo unspecified)
→ 3.3%	-8.4
COc1ccc(NC(=O)COc2ccc(N(C)S(=O)(=O)c3ccc(C)cc3)cc2)cc1
→ 4.4%	-3.8
COc1cc(NC(=O)c2ccc3c(c2)OCO3)ccc1NC(=O)C(C)C
→ 3.2%	-8.4
COc1ccccc1N1CCN(CC(O)COc2ccc3c(c2)CCC3)CC1 (stereo unspecified)
→ -1.8%	6.1
CN(CC(=O)NCc1cccs1)S(=O)(=O)c1cccc2nsnc12
→ -0.3%	.
CCSc1ncnc2c(C#N)c3n(c12)CCCCC3
→ 7.2%	.
Cc1nc(-c2ccc(-n3nncc3-c3ccco3)cc2)cs1
→ -2.8%	12.3
CCOC(=O)C(Oc1ccc(=O)n(-c2ccccc2)n1)C(C)=O (stereo unspecified)
→ 7.5%	.
Nc1c(C(=O)NCc2ccccc2)nnn1Cc1cccc(Cl)c1
→ -1.9%	10.4
O=[N+]([O-])c1ccc(O)c(Nc2ncnc3ccccc23)c1
→ 8.4%	4.3
COCCCNC(=O)CN1CCN(Cc2ccc(Cl)cc2)C1=O
→ 8.4%	.
CC(C)CC(NC(=O)OC(C)(C)C)C(=O)NC(C(=O)NC(C)C(N)=O)C(C)C (stereo unspecified)
→ 3.1%	4.1

New compounds follow:
Each structure is followed by: GlmU inhibition	RmlCD inh 1536
Cn1c(SCc2nnc3n2CCCCC3)nc2ccccc21
→ -4.4%	.
O=c1nc(-c2ccccc2)nc(-c2ccccc2)[nH]1
→ -1.2%	.
Cc1ccc(Nc2nc(C(=O)NCc3ccco3)cs2)cc1
→ 2.4%	.
CCCCC1CCC(c2nc(-c3cccnc3)no2)CC1 (stereo unspecified)
→ 1.7%	73.6
C=C1CSc2nc(=O)c3c4c(sc3n21)CCC4
→ -2.4%	.
COc1ccc2nc(NC(=O)c3cccnc3SC)sc2c1
→ -4.9%	0.3
CCN(CC)Cc1c(O)ccc2c(C)c(CC(=O)OC)c(=O)oc12
→ -2.2%	9.3
COc1ccc(C(=O)NCC(=O)NCCc2c[nH]c3ccccc23)cc1OC
→ -4.3%	-7.9
COc1ccc(Cl)cc1S(=O)(=O)N1CCN(Cc2ccc3c(c2)OCO3)CC1
→ 2.4%	5.5
COCC(=O)Nc1cc(C(=O)Nc2cccc(C)c2C)ccc1Cl
→ -4.0%	.
COc1ccc(C(=O)Nc2cc(OC)c(NC(=O)c3ccco3)cc2OC)cc1
→ 2.8%	.
CCCCCCn1c(O)c(C=NC2CCCCC2N)c(=O)[nH]c1=O (stereo unspecified)
→ 2.3%	4.2
CCN(CC)C(=O)c1sc(N)c(C#N)c1C
→ 3.7%	-5.3
CCOc1ccc(S(=O)(=O)N2CCOCC2)cc1[N+](=O)[O-]
→ -4.8%	-13.2
O=C(CSc1nncn1-c1ccccc1)NC1CCCCC1
→ -2.3%	4.9

(more compounds)
Each structure is followed by: GlmU inhibition	RmlCD inh 1536
O=c1cnnc(Nc2cccc(C(F)(F)F)c2)[nH]1
→ 3.4%	-3.3
CCOC(=O)C1(Cc2ccc(OC)cc2)CCN(C(=O)C2=CCCC2)CC1
→ -3.4%	57.2
CC1CCN(C(=O)c2ccc(NS(C)(=O)=O)cc2)CC1
→ 1.5%	2.2
O=C(Nc1ccc(F)c(F)c1)c1oc2ccccc2c1NC(=O)C1CCCO1 (stereo unspecified)
→ 3.0%	-6.2
NC(=O)[C@H]1CC2(CC(c3cccc(NC(=O)COc4ccc(Cl)cc4)c3)=NO2)CN1C(=O)CC(c1ccccc1)c1ccccc1 (stereo partly specified)
→ 5.6%	3.7
O=C1CC(C(=O)Nc2ccccc2)S/C(=N\N=C\c2ccco2)N1 (stereo unspecified)
→ 3.1%	-3.6
O=C(N/N=C\c1ccc(Cl)s1)c1ccc(Cn2cccn2)o1
→ 6.6%	4.0
Cc1cc(C(=O)Nc2cccnc2)cs1
→ -8.1%	-7.9
Cc1nonc1CC(=O)N1CCCC(C(=O)c2ccc(Cl)cc2)C1 (stereo unspecified)
→ 1.1%	1.4
FC(F)Oc1ccc(NC(=S)Nn2cnnc2)cc1
→ 6.0%	10.8
CC(C)CCOc1cccc(OCC(=O)NC2CCS(=O)(=O)C2)c1 (stereo unspecified)
→ 2.8%	17.9
CC(=O)NC(=O)COC(=O)/C=C/c1c(C)nn(Cc2c(Cl)cccc2Cl)c1Cl
→ 1.8%	.
CCn1c(CN2CCN(CCO)CC2)nc2ccccc21
→ 3.7%	-6.6
O=c1c2ccccc2sc2ccc(Cl)cc12
→ 8.9%	-14.3
COc1ccc(N/C=C/C(=O)c2ccc3c(c2)OCO3)cc1OC
→ -0.1%	5.4

(continued)
Each structure is followed by: GlmU inhibition	RmlCD inh 1536
CCOc1ccccc1NC(=O)NCc1cccnc1
→ -1.0%	.
Cc1c2c(nc3ccccc13)CCC(C)C2 (stereo unspecified)
→ -2.0%	-5.6
CC(C)Cc1cc(C(=O)Nc2cc(Br)ccc2O)no1
→ -0.1%	-11.7
O=C(NCc1ccccc1)C(Cc1ccccc1)NS(=O)(=O)c1cccc2nsnc12 (stereo unspecified)
→ 2.6%	-5.8
CCN(CC)S(=O)(=O)c1ccc2c(c1)c(=O)c(C(=O)N1CCc3ccccc3C1)cn2C
→ -1.2%	7.1
CCc1ccccc1N1C(=O)NC(=O)/C(=C\c2cc(C)n(C)c2C)C1=O
→ 1.0%	2.5
O=C(Nc1ccc2c(c1)oc1ccccc12)c1ccc2c(c1)OCO2
→ .	51.6
CCSc1ccccc1C(=O)NCc1ccco1
→ -0.9%	-4.5
O=C1CC(C(=O)N2CCC3(CC2)OCCO3)CN1CCc1ccccc1 (stereo unspecified)
→ -0.2%	8.4
COc1cc(/C=N/NC(=O)C(=O)NCC2CCCO2)ccc1OCC(=O)N1CCOCC1 (stereo unspecified)
→ 0.8%	2.5
Cc1nc2c(cc1C#N)C(=O)c1ccccc1-2
→ 3.2%	9.9
CCN(CC)CC(=O)Nn1c(C)nc2c(ncn2-c2ccccc2)c1=O
→ 9.1%	15.7
CCC(=O)CC(c1ccccc1)c1c(O)c2ccccc2sc1=O (stereo unspecified)
→ -1.5%	66.2
O=C(NC(NC(=O)c1ccccc1)c1ccccc1)c1ccccc1
→ -0.3%	-11.6
N#C/C(=C\c1ccccc1)C(=O)OCC(=O)N1CCCC1
→ 2.7%	1.3

Remaining list, next part:
Each structure is followed by: GlmU inhibition	RmlCD inh 1536
COc1ccccc1CNC(=O)COC(=O)Cc1ccsc1
→ -2.9%	-4.6
O=C1OC(c2ccccc2)=N/C1=C\C=C\c1ccccc1[N+](=O)[O-]
→ 2.0%	2.8
COc1ccc(C(=O)N/N=C/c2ccc(OC)c(CSc3ccccn3)c2)cc1
→ 5.0%	4.0
Nc1c2nc(-c3ccccc3Cl)[nH]c(=O)c2nc(=O)n1-c1ccccc1
→ 1.9%	-4.8
O=C(Nc1cccc(F)c1)C1CC(=O)N(c2ccc(Cl)cc2)C1 (stereo unspecified)
→ -5.9%	.
Cc1ccc(-n2c(=S)[nH]c3c(oc4ccccc43)c2=O)cc1
→ 0.4%	-3.4
Cc1ccc(NC(=O)C2CC(=O)Nc3ncnn32)c(C)c1 (stereo unspecified)
→ -0.5%	.
CC1(C)C2CCC1(CS(=O)(=O)Nc1cccc(S(N)(=O)=O)c1)C(=O)C2 (stereo unspecified)
→ -0.7%	.
COc1ccc(-c2nc(CSCC(=O)NC3CCCc4ccccc43)c(C)o2)cc1 (stereo unspecified)
→ -5.3%	.
CC1CCCN(CCOCCSc2ccccc2)C1 (stereo unspecified)
→ -5.0%	-12.9
CCN(CC)c1ccc(NC(=O)CSc2nnc3nc(C)cc(C)n23)cc1
→ 0.8%	0.8
COc1ccc(C(=O)c2coc3ccc(O)c(CN4CCCC4)c23)cc1
→ 4.5%	8.9
Nc1nc(NCc2cccs2)nn1-c1ccccc1
→ 7.0%	.
N#CC1=C(SCC(=O)Nc2ccccc2)NC(=O)CC1c1ccc(O)cc1 (stereo unspecified)
→ 5.9%	-8.5
CC(=O)Nc1ccc(OCC(=O)NCCc2ccc(Cl)cc2)cc1
→ 5.8%	5.8

The final 6 compounds of the section before are carried over, then new ones follow.
Each structure is followed by: GlmU inhibition	RmlCD inh 1536
CC1CCCN(CCOCCSc2ccccc2)C1 (stereo unspecified)
→ -5.0%	-12.9
CCN(CC)c1ccc(NC(=O)CSc2nnc3nc(C)cc(C)n23)cc1
→ 0.8%	0.8
COc1ccc(C(=O)c2coc3ccc(O)c(CN4CCCC4)c23)cc1
→ 4.5%	8.9
Nc1nc(NCc2cccs2)nn1-c1ccccc1
→ 7.0%	.
N#CC1=C(SCC(=O)Nc2ccccc2)NC(=O)CC1c1ccc(O)cc1 (stereo unspecified)
→ 5.9%	-8.5
CC(=O)Nc1ccc(OCC(=O)NCCc2ccc(Cl)cc2)cc1
→ 5.8%	5.8
Cc1ccc(-n2cccn2)c(CN2CCCC(C(=O)c3ccc4c(c3)OCO4)C2)c1 (stereo unspecified)
→ 3.1%	-10.4
Cc1cc(C)c(C)c(S(=O)(=O)NCc2ccco2)c1C
→ -1.2%	.
COc1ccc(NC(=O)CNC(=O)Cn2c(C)cc3ccccc3c2=O)c(OC)c1
→ 2.4%	9.9
CC(C)C(=O)N(Cc1cc(=O)[nH]c2ccccc12)c1ccccc1
→ 0.5%	8.9
CCCNC(=O)COc1cccc(C(=O)NCc2ccccc2)c1
→ 7.4%	-10.3
Cc1ccc(Nc2nnc(SCC(=O)NCCN3C(=O)CSC3=O)s2)cc1C
→ 3.5%	18.7
CCOc1ccc(NC(=NCc2ccc3c(c2)OCO3)SC2CC(=O)N(c3ccc(C(=O)O)cc3)C2=O)cc1 (stereo unspecified)
→ 1.4%	.
CC(C)n1cc(/C=C2/NC(=O)N(c3cccc(Cl)c3)C2=O)c2ccccc21
→ 1.5%	9.4
CC(C)CN1C(=O)c2ccc(C(=O)Nc3ccncc3)cc2C1=O
→ 1.5%	-1.1
CCOc1ccc(S(=O)(=O)N/N=C2/CCCC(=O)C2)cc1
→ -3.1%	2.1
O=C(Nc1ccc([N+](=O)[O-])cc1)c1ccccc1F
→ -2.5%	-8.7
CC(C)OCCCN1CN(S(=O)(=O)c2cccs2)c2nc3ccccc3nc21
→ -3.1%	-14.5
CC(C)Cc1nc2c(nnn2Cc2ccccc2F)c(=O)[nH]1
→ -5.0%	.
CCOc1ncccc1C(=O)Nc1ccc(F)cc1
→ 2.5%	-12.8
CC1(C)CC(=O)C2=C(C1)OC(N)=C(C#N)C2CCc1ccccc1 (stereo unspecified)
→ 2.7%	.

Additional results follow.
Each structure is followed by: GlmU inhibition	RmlCD inh 1536
COc1ccc(CCNC(=O)NC2CCCCC2)cc1OC
→ 0.3%	5.2
COc1ccc(CC2(CO)CCN(Cc3cnn(-c4ccccc4OC)c3)CC2)cc1
→ 0.5%	.
C=CCOc1nc(N2CCCC2)nc(N2CCCC2)n1
→ -3.4%	3.8
COc1cccc(C(=O)CSc2nnc(-c3cccs3)o2)c1
→ 4.7%	4.2
COc1ccccc1C(=O)Oc1ccc(C(C)C)cc1
→ -1.9%	0.7
CCOC(=O)C1=C(Nc2cccc(Cl)c2)OCC1=O
→ 2.2%	.
CC(=O)c1c(C)[nH]c(C(=O)OCC(=O)NCCc2ccc(F)cc2)c1C
→ -0.4%	.
COc1ccccc1-c1nnc2sc(COc3ccccc3)nn12
→ 3.1%	.
COc1ccc(C(=O)NC(=S)NCc2ccco2)cc1OC
→ 2.8%	-10.7
CCOc1ncccc1C(=O)Nc1ccc2c(c1)OCO2
→ 2.1%	4.1
CN(C(=S)SCc1ccccc1)C1CCS(=O)(=O)C1 (stereo unspecified)
→ 0.0%	.
Cc1ccccc1-n1c(C)cc(/C=N/Nc2ccc([N+](=O)[O-])cn2)c1C
→ -4.4%	-7.6
O=C(c1ccccc1Sc1c(Cl)cccc1[N+](=O)[O-])N1CCOCC1
→ -4.0%	5.3
COc1cc(/C=C2/NC(=O)N(Cc3ccccc3F)C2=O)ccc1O
→ -0.7%	0.9
COc1cccc(OCCCOc2ccccc2C(C)C)c1
→ -1.9%	4.8

Additional entries
Each structure is followed by: GlmU inhibition	RmlCD inh 1536
COc1ccc(N2C(=O)CC(N(CCc3ccccc3)C(=O)/C=C/C(=O)O)C2=O)cc1 (stereo unspecified)
→ 8.1%	16.0
CCN(CC)S(=O)(=O)c1ccc(O)c(C(=O)OCC(=O)Nc2ccc(OC(F)(F)F)cc2)c1
→ 4.8%	-4.9
COC(/C=C/Nc1ccc(Br)cc1)=C(C#N)C#N
→ -0.7%	-3.9
Cc1cccn2cc(CCNS(=O)(=O)c3cccc([N+](=O)[O-])c3)nc12
→ 6.4%	16.7
CCn1c(SCC(=O)O)nnc1-c1ccccc1
→ -1.7%	.
CCOc1ccc(/C(O)=C2/C(=O)C(=O)N(CCN(C)C)C2c2ccccc2)cc1Cl (stereo unspecified)
→ 1.1%	8.0
c1ccc(NC(=NCc2ccco2)c2ccccc2)cc1
→ -2.1%	1.0
CCCn1c(=N)n(CC(=O)O)c2ccccc21
→ 4.0%	.

Full records, looked up by structure.
Results for `COc1ccc(N2C(=O)CC(N(CCc3ccccc3)C(=O)/C=C/C(=O)O)C2=O)cc1` (stereo unspecified) = GlmU inhibition: 8.1%; RmlCD inh 1536: 16.0
Results for `Cc1nc(-c2ccc(-n3nncc3-c3ccco3)cc2)cs1` = GlmU inhibition: -2.8%; RmlCD inh 1536: 12.3
